# VIM-2 inh – VIM-2 metallo-beta-lactamase inhibitors, primary screen, biochemical, epi-absorbance readout, Pseudomonas aeruginosa enzyme; purified VIM-2, nitrocefin hydrolysis, epi-absorbance fluorescence; inhibition, % at 5.6 µM; 0.89% of 290,000 active;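 active = inhibition above the mean of all tested compounds plus 3 SD, cutoff set per screening run, cut at about 7.5% in these data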;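 note: red hydrolysis product quenches plate fluorescence so inhibitors raise well fluorescence; 0% = enzyme with DMSO and 100% = DMSO without enzyme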
# UBC9 SUMO inh – inhibitors of in vitro SUMOylation cascade, primary screen, biochemical, HTRF, uHTS | inhibition, % at 35 µM | AID 2006, 2009 | 0.36% of 290,000 active | SUMO-conjugating enzyme UBC9 (Homo sapiens), P63279 | HTRF SUMOylation assay, SAE1/SAE2 + UBC9; in the data active = inhibition above about 50%, passing the limit was not always enough; note: strong numbers were not always called active
# Target sequence (P63279 whole entry, looked up): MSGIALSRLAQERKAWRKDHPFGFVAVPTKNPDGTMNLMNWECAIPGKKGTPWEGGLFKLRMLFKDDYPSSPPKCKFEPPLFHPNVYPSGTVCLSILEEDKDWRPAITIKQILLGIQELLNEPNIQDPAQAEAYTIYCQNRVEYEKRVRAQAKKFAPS
# HCV NS3 hel inh – inhibitors of HCV NS3 helicase, primary screen, biochemical, Cy5 molecular beacon fluorescence; Hepatitis C virus NS3 helicase; NS3 helicase DNA unwinding; inhibition, % at 10.9 µM; 0.56% of 290,000 active; AID 1800, 2009;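 active = inhibition above the mean of all tested compounds plus 3 SD, set per campaign, cut at about 35% in these data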;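 note: 0% = DMSO wells and 100% = thioflavine S control wells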
#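 test system = hepatitis C virus NS3 helicase domain fragment enzyme | reagent = annealed dual-labelled DNA beacon duplex, ATP-started | times = 1 h at 25 °C | detection = Cy5 fluorescence, 0 and 60 min reads | read-out basis = percent inhibition from t60/t0 fluorescence ratio | control set = DMSO and thioflavine S | replication = one well per compound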
# MEKK2wt PB1 HTS – modulators of MEK5 binding to wildtype MEKK2, primary screen, biochemical, multiplex bead flow cytometry, Alexa488-MEK5; binding response (% of control), % at 10 µM; Alexa488-MEK5 binding to MEKK2 WT; actives lie on both sides; Mitogen-activated protein kinase kinase kinase 2 (Homo sapiens), Q9Y2U5; 1.1% of 290,000 active; AID 1531, 2009; in the data active = binding response below about 67% or above about 130%
# MEKK2 mut-MEK5 – MEK5 binding signal on mutant MEKK2 PB1, primary screen, biochemical, multiplex bead flow cytometry, Alexa488-MEK5. Alexa488-MEK5 binding to MEKK2 mutant. percent response, % at 10 µM. 0.35% of 290,000 active. AID 1530, 2009; in the data active = percent response above about 24%, passing the limit was not always enough; note: inactives centre near 1; some results filed as inactive read as strong as hits
# NALP1 yeast inh – NALP1 inflammasome inhibitors in reconstituted yeast, colorimetric, S. cerevisiae, triplicate retest. AID 2071, 2009. S. cerevisiae NALP1/ASC/caspase-1 growth, X-gal OD620, 72 h. 0.61% of 280,000 active. inhibition, % at 10 µM; in the data active = inhibition mostly above about 24%, no sharp cut-off; inactive = mostly below about 32%; note: some compounds called inactive have numbers as strong as hits
# FID counter – compounds displacing fluorescent DNA intercalator, primary screen, artefact control for HCV NS3 helicase inhibitor project, biochemical, FID fluorescence. inhibition, % at 7.9 µM. 0.17% of 290,000 active. DNA fluorescent intercalator displacement; in the data active = inhibition above about 37%;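 note: 0% = vehicle and 100% = reference compound; higher means more ethidium bromide displaced from hairpin DNA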
# IMP-1 inh – IMP-1 metallo-beta-lactamase inhibitors, primary screen, biochemical, epi-absorbance readout, Pseudomonas aeruginosa enzyme; purified IMP-1, nitrocefin hydrolysis, epi-absorbance fluorescence; inhibition, % at 5.6 µM; 0.45% of 290,000 active; AID 1556, 2009;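 active = inhibition above the mean plus 3 SD of all compounds in the same screening run, cut at about 4.5% in these data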;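 note: 0% = IMP-1 with DMSO and 100% = DMSO wells lacking enzyme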
#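 System: purified IMP-1 / Input: IMP-1 dispensed at 0.2 nM / Medium: 50 mM HEPES pH 7.1, 50 µM ZnSO4, 0.05% Brij 35 / Timing: 15 min enzyme–compound preincubation, then 25 min nitrocefin reaction, 25 °C / Technique: plate fluorescence quenching by hydrolysis product, ex 480/em 530 nm / Repeats: singlicate testing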
# M18AAP inhibitor – PfM18AAP inhibitors, malaria aminopeptidase, primary screen, biochemical, QFRET, recombinant enzyme; M18 aspartyl aminopeptidase (Plasmodium falciparum 3D7); H-Glu-NHMec fluorogenic cleavage; inhibition, % at 7.35 µM; 1.2% of 290,000 active; AID 1822, 2009;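 active = inhibition above the campaign mean inhibition over all tested compounds plus 3 SD, cut at about 28% in these data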;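 note: 0% = plate median of test compound wells and 100% = 2 mM ZnCl2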
# * = called active by the depositor; / = not tested or not shown.
item	Structure	HCV NS3 hel inh	VIM-2 inh	NALP1 yeast inh	M18AAP inhibitor	MEKK2 mut-MEK5	UBC9 SUMO inh	FID counter	MEKK2wt PB1 HTS	IMP-1 inh
1	CNc1cc(N2CCN(S(=O)(=O)N(C)C)CC2)ccc1[N+](=O)[O-]	-6	-2.6	25	3	2	13	2	102	-1.6
2	CC(C)(CNC(=O)Cc1ccc(Cl)cc1Cl)N1CCOCC1	-1	-2.8	17	-6	-3	10	1	95	-2.2
3	Cc1nn(Cc2cccc(Oc3ccccc3)c2)c(C)c1NC(=O)NC12CC3CC(CC(C3)C1)C2	20	0.9	27	-6	-1	-2	-4	99	-1.0
4	CCOC(=O)c1c(-c2ccc(-c3ccccc3)cc2)csc1NC(=O)CNCCN(C)C	-79	17*	7	-5	69*	13	19	286*	-3.0
5	COc1ccc(-c2cc(-c3ccc(Cl)cc3)c(C#N)c(SCC(=O)O)n2)cc1	-2	-0.8	10	-3	8	29	3	100	-3.1
6	C/C(N)=C(/C#N)C(=O)COC(=O)CSc1ccccc1	1	-3.5	-9	-9	-4	13	-2	96	-3.5
7	O=C(O)CSC1CC(=O)N(c2ccc(Cl)c(Cl)c2)C1=O (stereo not drawn)	6	0.2	-10	0	1	8	1	101	-0.7
8	O=C(CNS(=O)(=O)c1ccc(Cl)cc1)N/N=C/c1ccco1	-9	-3.0	22	7	-12	11	2	91	-1.3
9	O=C(CCN1C(=O)[C@H]2CC=CC[C@H]2C1=O)NCc1nc(-c2ccc(Cl)cc2)no1	-8	-0.8	13	-8	-6	-4	-26	95	-3.5
10	CCc1ccc(-c2cnc3ccccc3n2)cc1NC(=O)CNC(=O)c1ccccc1	-7	1.1	19	-8	-1	11	-2	96	0.8
11	COc1cccc(C(C)NC(=O)C2CCCO2)c1 (stereo not drawn)	4	-1.7	6	1	14	20	0	111	-0.8
12	N#Cc1ccccc1COC(=O)c1cc(=O)c2ccccc2o1	2	-1.5	18	-5	-4	7	-9	100	-2.1
13	Cc1ccc(C(C(=O)NCC2CCCO2)N(Cc2ccccc2)C(=O)c2ccc(-c3ccccc3)[nH]2)o1 (stereo not drawn)	-8	-0.5	12	3	-1	-24	-22	97	-2.5
14	O=C(COc1cccc(Br)c1)N/N=C/C(=O)c1ccccc1	-14	-4.3	4	0	-4	-7	-16	97	-1.0
15	O=C1CSC(c2ccccn2)N1c1ccc(Cl)c(Cl)c1 (stereo not drawn)	-2	0.1	13	-5	1	-9	-5	95	0.4
16	Brc1ccc(OCc2ccccc2)c(CNCc2ccncc2)c1	-19	-1.8	26	6	4	7	15	103	-2.1
17	CCOC(=O)c1c(NC(=O)CSc2n[nH]c(N)n2)sc(CC)c1C	-5	-1.0	-12	4	-9	-5	-14	92	-3.8
18	Cn1c(SCC(=O)Nc2nc3c(s2)CCCC3)nnc1-c1ccccc1	-1	-0.4	8	0	-4	9	-11	88	-1.5
19	CCc1ccc(S(=O)(=O)NCCOc2cccc3cccnc23)cc1	1	-2.1	14	-8	-5	10	-38	99	-0.2
20	Cc1ccc(Cn2nnc3c(=O)[nH]c(C4CCCN(C(=O)Nc5ccc(F)cc5F)C4)nc32)cc1 (stereo not drawn)	-1	-1.5	6	7	-5	16	-26	102	-2.9
21	Cc1ccc(CNC(=O)c2ccc(NS(=O)(=O)c3cccs3)cc2)cc1	-2	1.7	17	-5	-1	17	-21	98	-1.3
22	COc1ccccc1CN(C)CC(=O)Nc1ccc(Cl)cc1C(F)(F)F	-6	-2.0	/	7	-1	2	-2	98	-3.7
23	CN1CCN(S(=O)(=O)c2ccc(Sc3nnc(-c4cccs4)n3-c3ccccc3)nc2)CC1	-42	-1.2	9	2	-1	11	-2	100	-2.2
24	CCOc1ccc(C(C)=O)cc1CSc1nc(C)cc(C)n1	2	-1.5	8	5	0	-4	-30	99	-3.1
25	Cc1cccc(N=Nc2c(C)[nH]n(C(N)=S)c2=O)c1C	11	-2.6	10	11	4	-6	-3	108	-4.4
26	CC(=O)Nc1ccc(NC(=O)CCCNC(=O)c2ccc(Cl)cc2)cc1	-9	-1.0	4	-16	-2	4	-13	97	-0.2
27	CCCN(CC1CC1)C(=S)Nc1ccccc1F	3	-1.7	-11	-13	4	-8	-2	103	-1.4
28	CC1OC(Nc2ccc(OC(F)(F)F)cc2)C(O)C(O)C1O (stereo not drawn)	2	-2.5	-5	2	2	-2	-1	107	-1.5
29	S=c1[nH]c2cnccc2n1Cc1ccccc1	5	-3.3	-2	0	5	8	-4	102	-5.0
30	COc1cccc(/C=N/NC(=O)c2cnn(-c3ccccc3)c2N)c1	2	-2.5	/	-1	-2	13	-13	98	-2.1
31	Cc1ccc(C(=O)NCC2CCCO2)cc1N1CCCC1=O (stereo not drawn)	-1	-1.1	24	-9	5	18	1	106	-2.9
32	O=C(O)c1ccc(-n2c(=O)c3ccccc3c3ccccc3c2=O)cc1	-1	-1.3	11	1	-7	8	9	99	-2.0
33	CC(C)C(=O)NC(=S)Nc1ccc(S(=O)(=O)N(C)C)cc1	5	-1.0	9	-4	-1	-2	-6	101	-4.8
34	CCCn1c(N2CCN(CC(=O)Nc3ccc4c(c3)OCCO4)CC2)nc2ccccc21	-12	-1.6	33	5	2	11	-22	101	-1.6
35	CN(C)CC/C=C1/c2cc(F)ccc2CSc2ccc(F)cc21	-41	-2.2	30	4	0	-5	11	105	-1.9
36	Cc1cc(NC(=O)CCC(=O)N(CC(=O)NCC2CCCO2)c2ccc(F)c(Cl)c2)no1 (stereo not drawn)	-6	0.3	15	0	-4	-2	-37	98	-1.4
37	C/C(CC(=O)Nc1ccc(OCc2ccccc2)cc1)=N\NC(=O)C(=O)Nc1ccc(C)c(Cl)c1	-2	-0.6	-4	2	-2	15	35	97	-0.1
38	COc1ccc(C(=O)NNC(=O)CCC(=O)NNC(=O)c2ccc(OC)cc2)cc1	17	-2.8	3	14	7	20	-10	105	-4.0
39	COc1ccccc1C/C(N)=N/OC(=O)COc1cccc2ccccc12	-13	-0.3	9	10	2	5	-9	96	-2.1
40	O=C(N/C(=C\c1ccccc1)C(=O)N1CCOCC1)c1ccco1	12	-2.7	13	14	4	7	-18	97	-1.1
41	Cc1nc2ccccc2n1C(=O)N(C)C	2	-2.9	-4	-6	5	20	17	106	-4.8
42	CCN(CC)S(=O)(=O)c1ccc(C(=O)NNC2=NS(=O)(=O)c3ccccc32)cc1	9	-3.3	32	12	2	-1	-16	104	-2.5
43	Fc1ccc(CSc2ccc3nnc(-c4cccnc4)n3n2)cc1	-8	1.2	4	-2	-2	11	-17	92	0.1
44	CSc1cccc(NC(=S)N2CCC(N(C)C3CCCC3)CC2)c1	-1	-2.2	13	8	0	-1	11	99	-2.2
45	Cc1sc2nc3ccc(N4CCCCC4)nn3c(=O)c2c1C	10	-0.7	9	-5	3	28	-1	97	-0.8
46	O=C(NC(=S)Nc1cccnc1)c1cccs1	2	0.3	-5	3	-7	11	-1	95	-0.7
47	COc1c(C)cc(C(=O)C2CCCN(Cc3cnc(N4CCOCC4)s3)C2)cc1C (stereo not drawn)	-2	-4.3	10	-2	5	10	19	92	-1.6
48	C/C(=C\C(=O)c1ccncc1)Nc1ccccc1O	8	-2.6	-5	23	-3	-31	1	98	-3.9

# Entries of single compounds as entered above.
# C/C(CC(=O)Nc1ccc(OCc2ccccc2)cc1)=N\NC(=O)C(=O)Nc1ccc(C)c(Cl)c1 in the list: HCV NS3 hel inh = -2; VIM-2 inh = -0.6; NALP1 yeast inh = -4; M18AAP inhibitor = 2; MEKK2 mut-MEK5 = -2; UBC9 SUMO inh = 15; FID counter = 35; MEKK2wt PB1 HTS = 97; IMP-1 inh = -0.1
# CC(=O)Nc1ccc(NC(=O)CCCNC(=O)c2ccc(Cl)cc2)cc1 in the list: HCV NS3 hel inh = -9; VIM-2 inh = -1.0; NALP1 yeast inh = 4; M18AAP inhibitor = -16; MEKK2 mut-MEK5 = -2; UBC9 SUMO inh = 4; FID counter = -13; MEKK2wt PB1 HTS = 97; IMP-1 inh = -0.2

# Following part
item	Structure	HCV NS3 hel inh	VIM-2 inh	NALP1 yeast inh	M18AAP inhibitor	MEKK2 mut-MEK5	UBC9 SUMO inh	FID counter	MEKK2wt PB1 HTS	IMP-1 inh
49	CC(=O)NC(CC(=O)Nc1cccc(S(=O)(=O)N2CCCC2)c1)c1ccccc1 (stereo not drawn)	2	-3.1	3	-1	6	-2	-17	106	-2.5
50	O=C(c1ccc(S(=O)(=O)N2CCCC2)cc1)N1CCN(S(=O)(=O)c2cccc(F)c2)CC1	6	-2.1	5	2	-4	-4	-2	95	-1.9
51	CC1c2cc3c(cc2CCN1CC(=O)Nc1ccc(S(=O)(=O)N2CCCC2)cc1)OCCCO3 (stereo not drawn)	-61	-0.3	34	2	-1	6	-15	101	0.4
52	Cc1cccc(/C=N/N2CCN(c3ccccc3)CC2)c1	9	-1.6	38	-2	-1	4	-4	97	-0.2
53	O=C(NC1CCCC1)C(c1ccccc1)N(Cc1cccnc1)C(=O)Cc1cccs1 (stereo not drawn)	-3	-0.4	0	-4	-1	11	-15	100	-1.7
54	CC(C)N1CC(C(=O)Nc2cccc([N+](=O)[O-])c2)CC1=O (stereo not drawn)	-14	0.4	-2	7	1	0	0	105	-2.8
55	O=C(/C=N/O)NCC1CCNCC1	-5	1.0	8	-4	11	10	-2	108	1.6
56	COc1cc(NC(=O)C(C)C)ccc1NC(=O)c1cc2ccccc2o1	-9	-2.3	10	5	5	25	-18	104	-2.8
57	CCOc1ccccc1NC(=O)Cn1nnc(C(=O)NCCc2ccc(OC)c(OC)c2)c1N	-6	-1.5	-1	-2	6	-17	-33	104	-3.6
58	COc1ccccc1OCc1cc(C(=O)N2CCN(C)C(c3ccccc3)C2)no1 (stereo not drawn)	0	-3.7	0	3	5	10	3	112	-1.0
59	C/C=C/C(=O)OCC(=O)Nc1ccccc1Br	-6	-2.4	3	-17	-8	15	-1	97	-2.5
60	Cc1ccc(S(=O)(=O)NNC(=O)C(O)(c2ccccc2C)c2ccccc2C)cc1	2	-4.4	30	8	2	-34	-30	100	-0.9
61	Cc1cc(=O)oc2c3c(cc(OCC(=O)N4CCC[C@H]4C(=O)O)c12)OC(C)(C)CC3	5	26*	9	6	0	45	-27	104	-2.1
62	COC(=O)CC1C(=O)NCCN1C(=S)Nc1cccc(C(F)(F)F)c1 (stereo not drawn)	4	-0.7	4	-16	-5	5	3	92	-1.6
63	O=C(N/N=C/CCc1ccccc1)C1CCCCC1	13	-2.9	10	-1	-1	-19	-6	100	-2.5
64	FC(F)(F)c1ccc(N2CCN(c3ncnc4c3nnn4Cc3ccccc3)CC2)nc1	12	0.0	35	-9	1	-1	6	96	-3.4
65	Cc1cc(C)c(C)c(OCCCN(C)C)c1	-2	-6.2	26	4	1	4	7	108	-2.8

# Screening results (PubChem BioAssay)
